From PubChem
CHRM5 PAM = potentiates acetylcholine response at human M5 receptor; CHO-K1 hM5, Fluo-8 calcium, ACh EC20 PAM; 0% = ACh EC20, 100% = ACh EC100; 360,000 tested, 0.3% active; P08912; activation, % at 3 µM;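 active = activation above the run cutoff, the mean activation of all test compounds plus 3 SD, cut at about 18% in these data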
Target sequence (P08912 whole entry, looked up): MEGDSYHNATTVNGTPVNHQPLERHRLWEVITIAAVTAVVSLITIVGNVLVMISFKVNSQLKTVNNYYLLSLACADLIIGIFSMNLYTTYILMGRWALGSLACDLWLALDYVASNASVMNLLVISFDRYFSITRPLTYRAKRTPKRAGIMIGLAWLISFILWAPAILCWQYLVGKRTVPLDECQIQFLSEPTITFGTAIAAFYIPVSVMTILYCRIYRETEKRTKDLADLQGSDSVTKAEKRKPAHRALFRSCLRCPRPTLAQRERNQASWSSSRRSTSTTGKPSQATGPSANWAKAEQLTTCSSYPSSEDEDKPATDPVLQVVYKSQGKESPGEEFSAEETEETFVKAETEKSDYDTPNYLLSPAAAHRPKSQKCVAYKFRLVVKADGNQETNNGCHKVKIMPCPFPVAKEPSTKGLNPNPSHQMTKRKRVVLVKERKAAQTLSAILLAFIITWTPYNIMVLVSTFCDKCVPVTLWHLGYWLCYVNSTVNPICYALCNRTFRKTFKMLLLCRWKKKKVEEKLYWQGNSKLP
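Assay system – human M5 receptor in CHO-K1 cells · Read-out – % activation, ACh-normalized · Technique – Fluo-8 calcium fluorescence · Dosing – single-point, 3 µM nominal · Incubation – Fluo-8 loading 80 min at 37 °C plus 30 min room temperature · Repeats – singlicate, one well per test compound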
CHRM4 PAM = CHRM4 positive allosteric modulation. CHO-K1 hM4/Gqi5, Fluo-8 calcium fluorescence, ACh EC20; 0% = ACh EC20, 100% = maximal ACh. 360,000 tested, 0.4% active. AID 624126. P08173. activation, % at 3 µM;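 active = activation above its plate's cutoff, the mean activation of sample wells plus 3 SD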; also: some results filed as inactive read as strong as hits
Target sequence (P08173 whole entry, looked up): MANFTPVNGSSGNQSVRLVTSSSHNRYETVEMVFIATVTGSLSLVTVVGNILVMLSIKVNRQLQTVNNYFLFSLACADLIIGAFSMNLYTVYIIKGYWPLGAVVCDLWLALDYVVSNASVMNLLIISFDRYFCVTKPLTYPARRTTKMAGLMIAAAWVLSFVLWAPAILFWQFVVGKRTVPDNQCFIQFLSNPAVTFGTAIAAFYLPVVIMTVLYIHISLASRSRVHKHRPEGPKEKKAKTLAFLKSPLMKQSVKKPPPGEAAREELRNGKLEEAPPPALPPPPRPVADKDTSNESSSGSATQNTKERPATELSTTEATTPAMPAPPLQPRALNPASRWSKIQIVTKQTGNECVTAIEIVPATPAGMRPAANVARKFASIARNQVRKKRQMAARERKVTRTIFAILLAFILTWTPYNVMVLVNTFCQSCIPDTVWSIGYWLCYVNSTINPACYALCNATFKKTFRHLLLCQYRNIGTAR
M4 ag = CHRM4 agonism in calcium assay. activation, % at 3 µM. CHO-K1 hM4/Gqi5, Fluo-8 calcium fluorescence; vehicle 0%, full acetylcholine response 100%. 360,000 tested, 0.14% active. P08173;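 active = activation above the run mean over all test wells plus 3 SD, cut at about 32% in these data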;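 also: peak over basal fluorescence ratio per well then scaled between controls; 0% = DMSO wells and 100% = acetylcholine at EC100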
M1 PAM = positive allosteric modulators of human M1 muscarinic receptor; CHO-K1 hM1, Fluo-8 calcium fluorescence, ACh EC20; 0% = ACh EC20, 100% = maximal ACh; activation, % at 3 µM; 360,000 tested, 0.088% active; in the data active = activation above about 19%, passing the limit was not always enough
CRFBP-R2 block = blocks CRF-induced signaling of the CRF-BP/CRF-R2 complex; HEK293 CRF-R2/CRF-BP, CRF-induced calcium fluorescence; inhibition, % at 11.8 µM; 350,000 tested, 0.59% active;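 active = inhibition of the ligand-induced calcium signal above about 50% at the single tested concentration, limit read from the data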
CHRM4 antagonist = antagonists of human muscarinic M4 receptor (CHRM4); P08173; 360,000 tested, 0.73% active; inhibition, % at 3 µM; AID 624125; CHO-hM4 cells, ACh EC80, Fluo-8 calcium fluorescence;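 active = inhibition above its plate's cutoff, the mean inhibition of sample wells plus 3 SD, cut at about 27% in these data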;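 also: 0% = acetylcholine EC80 with DMSO and 100% = DMSO without agonist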
CRFBP-R2 agonist = CRF-BP/CRF-R2 complex agonism; AID 588473; HEK293 CRF-R2/CRF-BP, calcium dye fluorescence (FLIPR); percent of saturating CRF peptide response; 350,000 tested, 0.46% active; activation, % at 13.2 µM;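 active = activation of at least 50%, plus an integration ratio under a set limit after plate pattern correction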;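 also: plate controls were neutral control wells without compound for no effect and CRF at EC100 for full effect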
CHRM5 antagonist = CHRM5 antagonism in calcium assay; inhibition, % at 3 µM; P08912; AID 624040; CHO-hM5 cells, Fluo-8 calcium fluorescence, ACh EC80; 360,000 tested, 0.59% active;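 active = inhibition above a per-plate cutoff, the mean of that plate's test compounds plus 3 SD, cut at about 27% in these data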;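 also: 0% = acetylcholine EC80 with DMSO and 100% = DMSO without agonist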
CHRM5 agonist = agonists of human muscarinic M5 receptor (CHRM5). 360,000 tested, 0.19% active. CHO-K1 hM5 cells, Fluo-8 calcium fluorescence; 0% DMSO wells, 100% maximal acetylcholine response. AID 624037. P08912. activation, % at 3 µM;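 active = activation above the run's mean over test compounds plus 3 SD, cut at about 23% in these data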;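 also: signal is peak over basal fluorescence ratio across the kinetic read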
* hit, by the source's call; nt = no result given.

| structure | CHRM5 PAM | CHRM4 PAM | M4 ag | M1 PAM | CRFBP-R2 block | CHRM4 antagonist | CRFBP-R2 agonist | CHRM5 antagonist | CHRM5 agonist |
| --- | --- | --- | --- | --- | --- | --- | --- | --- | --- |
| CN1CCN(C(=O)C2CCC(CNS(=O)(=O)c3cccc4cccnc34)CC2)CC1 (configuration not stated) | -2 | 6 | 2 | 8 | -1 | -4 | 0.8 | 1 | 2 |
| O=S(=O)(NCC1CCCO1)c1ccc(Cl)cc1 (configuration not stated) | -4 | 3 | 1 | 7 | 9 | 8 | 1.6 | 12 | 0 |
| CCN1CCN(C(=O)CCNC(=O)Cn2ccc3ccccc3c2=O)CC1 | -1 | -1 | 0 | 8 | 12 | 2 | -1.4 | -1 | -4 |
| CN(C(=O)COC(=O)c1c[nH]c2ccccc12)c1ccccc1 | -5 | 1 | 5 | 12 | -2 | -10 | 0.3 | 5 | 0 |
| CCOC(=O)C1=C(C)Nc2nc3ccccc3n2C1c1ccccc1 (configuration not stated) | 7 | 3 | -1 | 9 | -22 | -3 | -1.9 | -3 | -7 |
| COC(=O)CNC(c1ccccc1Cl)c1cc(Br)ccc1NS(=O)(=O)c1ccc(C)cc1 (configuration not stated) | -5 | -5 | 0 | -4 | -11 | -2 | 4.3 | -2 | -1 |
| FC(F)(F)c1cccc(NC(=S)Nc2ccc(Cl)cc2Cl)c1 | 5 | 3 | 2 | -2 | 4 | 2 | 0.3 | 0 | 0 |
| COc1ccc(-n2nc([N+](=O)[O-])c(=NCCc3ccc(OC)c(OC)c3)n2O)cc1 | -13 | -7 | 6 | 8 | -15 | 2 | 0.3 | 7 | 2 |
| CC1CC(C)CN(CC(C)(C)NS(=O)(=O)c2ccc(Cl)cc2)C1 (configuration not stated) | -2 | -4 | -1 | -19 | -6 | -5 | -2.2 | 2 | -9 |
| CC(C)C(=O)Nc1nnc(SCc2cccc(F)c2)s1 | -5 | -1 | 1 | -6 | -49 | 8 | -0.5 | 6 | -5 |
| CC(Oc1cccc(Cl)c1)C(=O)Nc1cc(S(=O)(=O)N2CCOCC2)ccc1N1CCCCC1 (configuration not stated) | -4 | -5 | 4 | 4 | -4 | 6 | -0.1 | 1 | 1 |
| Cc1cc2oc(=O)cc(CN3CCN(Cc4ccccc4)CC3)c2cc1O | -6 | -9 | 0 | -11 | 6 | -3 | -2.2 | 20 | -5 |
| COc1ccc(/C=N\N=C2/SC(CC(=O)O)C(=O)N2c2ccc(O)cc2)cc1 (configuration not stated) | 4 | 5 | 0 | 4 | 6 | 1 | 0.7 | -6 | 1 |
| COc1ccc(S(=O)(=O)N(C)C[C@H]2Oc3ccc(NC(=O)Nc4ccc(C(F)(F)F)cc4)cc3C(=O)N([C@H](C)CO)C[C@@H]2C)cc1 | 5 | 4 | 4 | 8 | 4 | -7 | 1.6 | 1 | 2 |
| COc1ccccc1CC(=O)NCc1nn(-c2ccccc2)nc1C | 3 | 0 | 0 | 8 | 11 | 2 | 1.8 | 2 | 0 |
| COc1ccccc1C(NC(=O)C1CCN(CCOc2ccc3ccccc3c2)CC1)c1ccccn1 (configuration not stated) | 2 | 2 | 4 | 10 | nt | -5 | nt | 5 | -1 |
| O=C(Oc1c(CN2CCOCC2)cc(Cl)c2cccnc12)c1ccccc1Br | -11 | -16 | 0 | 5 | 0 | 21 | -0.2 | 19 | -8 |
| CN(C)CCNC(=O)C1CC(=O)N(c2ccc(F)c(Cl)c2)C1 (configuration not stated) | 6 | 16 | 0 | 13 | 6 | 3 | -0.2 | -7 | -1 |
| COc1ccccc1NC(=O)CC1S/C(=N/N=C2\CCCc3ccccc32)NC1=O (configuration not stated) | 4 | 7 | 3 | 3 | 8 | 7 | -0.6 | -3 | 0 |
| O=C(CSc1nc2ccccc2n1CC(=O)N1CCCC1)Nc1ccc2c(c1)OCO2 | -12 | 10 | 5 | 1 | -29 | -11 | -4.5 | 8 | -4 |
| CCN(CC)Cc1c(C)[nH]c2ccc(NC(C)=O)cc2c1=O | -2 | 4 | 1 | 14 | 67* | -4 | -0.1 | 4 | 1 |
| COc1cc(NC(=O)Cc2ccc(S(=O)(=O)N3CCOCC3)s2)c(OC)cc1Cl | -7 | -7 | 11 | 1 | 2 | 4 | 0.6 | 3 | 4 |
| Cc1cc(Nc2cccc(F)c2)n2nc(C)nc2n1 | -6 | 2 | 0 | -8 | -22 | 7 | 0.7 | 2 | 5 |
| COC(=O)c1cc(OC)c(OC)cc1NC(=O)C1CCC(=O)N1S(=O)(=O)c1ccc(C)cc1 (configuration not stated) | 2 | 3 | 0 | 10 | 8 | -7 | 1.1 | 1 | -1 |
| CCCNC(=O)C1(C)CCN(C(=O)c2cccc(OC(F)(F)F)c2)C1 (configuration not stated) | -6 | 6 | 1 | 3 | nt | -8 | nt | -7 | 1 |
| COc1ccc(-c2cc3cc(-c4cc(OC)c(OC)c(OC)c4)ccc3o2)cc1 | -5 | 3 | 0 | 6 | 5 | -3 | 1.5 | 9 | 1 |
| COc1ccc(N2CCN(C3CCCN(C(=O)CCN4CCCCO4)C3)CC2)cc1 (configuration not stated) | -1 | -2 | 1 | 8 | -16 | 1 | 0.6 | 9 | -3 |
| CC1(c2nc3ccccc3[nH]2)CCC(=O)N1Cc1ccc(F)cc1 (configuration not stated) | -2 | -4 | 1 | 5 | nt | -1 | nt | 6 | 1 |
| COc1cccc(/C=C/C(=O)Nc2ccc(N3CCOCC3)cc2)c1OC | 1 | -2 | 2 | 6 | 12 | -6 | -1.1 | -7 | 2 |
| CCCCCCCCOC(=O)c1c(CSC(=N)N)n(C)c2cc(Br)c(OC(C)=O)cc12 | -5 | -2 | 3 | 14 | -35 | -2 | -1.1 | 14 | 3 |
| COc1ccc(N(C(=O)c2ccco2)C(C(=O)NC2CCCC2)c2ccc(OC)c(OC)c2)cc1 (configuration not stated) | -2 | -1 | 0 | 15 | -2 | -7 | 0.7 | 0 | -2 |
| Cc1ccc(/C=C/c2onc(C)c2S(=O)(=O)N2CCC(C(=O)NC(C)(C)C)CC2)cc1 | -4 | 2 | 4 | 1 | -43 | -10 | 5.2 | -2 | -1 |
| NC1=NC(=O)/C(=C/c2cccc(-c3ccc(S(N)(=O)=O)cc3)c2)S1 | -5 | 9 | 2 | 2 | -5 | 3 | 1.2 | -2 | 4 |
| Cc1noc(C)c1NC(=O)Nc1ccc2c(c1)C(=O)N([C@H](C)CO)C[C@H](C)[C@H](CN(C)C)O2 | 0 | 4 | 1 | 7 | 2 | 10 | 0.5 | 10 | 2 |
| CC(C)(C)C(=O)Nc1c2c(nn1-c1cccc(Cl)c1)CS(=O)(=O)C2 | 2 | 9 | 0 | 3 | 3 | -13 | -2.0 | -3 | -2 |
| C=CCc1c(C)nc(N)[nH]c1=O | 6 | 7 | 1 | 7 | 13 | -5 | -0.7 | -1 | 1 |
| CCOC(=O)c1sc(Nc2ccccc2)nc1C | 0 | 5 | -2 | 3 | -7 | 2 | -3.6 | -5 | -7 |
| O=C(COC(=O)/C=C/c1cccc(C(F)(F)F)c1)Nc1cccc(S(=O)(=O)NC2=NCCC2)c1 | 1 | 5 | 2 | -5 | 13 | 2 | 3.0 | -7 | -1 |
| COc1ccc(-c2oc(=O)c3cc(OC)c(OC)cc3c2C#C[C@]2(O)CC[C@H]3[C@@H]4CCc5cc(OC)ccc5[C@H]4CC[C@@]32C)cc1 | 6 | 3 | 1 | 7 | 15 | 2 | 0.0 | 3 | 3 |
| Cc1onc(-c2ccccc2)c1C(=O)OCC(=O)Nc1ccc2c(c1)OCO2 | -2 | 4 | -1 | -4 | 31 | -4 | -4.1 | 8 | -2 |
| Cc1sc(N/N=C/c2cccs2)nc1-c1ccccc1 | -2 | 0 | 0 | 3 | -55 | -2 | 6.1 | 4 | -1 |
| Cc1ccc(C(=O)N/C(=C\c2ccc(F)cc2)C(=O)NCCCn2ccnc2)cc1 | 8 | 1 | 3 | 23 | 4 | -1 | -1.1 | 0 | -2 |
| CC1(C(=O)NS(=O)(=O)c2cccs2)CCN1C(=O)C1(c2ccc(Cl)cc2)CCC1 (configuration not stated) | 6 | 11 | 0 | 7 | nt | 5 | nt | 1 | 0 |
| COc1ccc2ccccc2c1/C=N/O | 0 | -1 | 0 | 7 | -22 | 3 | 1.1 | 2 | -1 |
| Cc1ccc(C)c(N2CCN(C(=O)CCC(=O)Nc3nnc(CC(C)C)s3)CC2)c1 | -3 | -1 | 3 | 4 | -2 | -2 | -1.6 | 7 | -3 |
| CCC(C)(C)n1nnnc1C(c1ccc2ncccc2c1)N1CCN2CCCC2C1 (configuration not stated) | -2 | -3 | 0 | -5 | 3 | 9 | -0.7 | 0 | 0 |
| O=c1c(O)c(-c2ccc3c(c2)OCO3)oc2ccccc12 | -1 | 11 | 3 | -4 | 13 | 10 | 1.8 | 6 | -1 |
| CCc1nc2ccc(C(=O)Nc3cc(-c4ccccc4)ccc3OC)cn2c1N(CC)CC(=O)N(C)C | -3 | -4 | 5 | -12 | nt | -3 | nt | 4 | -1 |
| CCOC(=O)c1ccc2c(c1)nc(SCC(=O)c1ccco1)n2CC | 3 | 0 | 1 | -5 | -11 | -4 | 0.1 | -5 | -10 |
| Cc1ccc(NC(=O)NC2CC(=O)N(c3ccc4c(c3)OCCO4)C2)c(C)c1 (configuration not stated) | 3 | 1 | 1 | 9 | 4 | 0 | -0.7 | 5 | 1 |

An excerpt from above in order of length of the SMILES, largest number first:
| structure | CHRM5 PAM | CHRM4 PAM | M4 ag | M1 PAM | CRFBP-R2 block | CHRM4 antagonist | CRFBP-R2 agonist | CHRM5 antagonist | CHRM5 agonist |
| --- | --- | --- | --- | --- | --- | --- | --- | --- | --- |
| Cc1noc(C)c1NC(=O)Nc1ccc2c(c1)C(=O)N([C@H](C)CO)C[C@H](C)[C@H](CN(C)C)O2 | 0 | 4 | 1 | 7 | 2 | 10 | 0.5 | 10 | 2 |
| COc1ccc(N(C(=O)c2ccco2)C(C(=O)NC2CCCC2)c2ccc(OC)c(OC)c2)cc1 (configuration not stated) | -2 | -1 | 0 | 15 | -2 | -7 | 0.7 | 0 | -2 |
| COc1ccc(-n2nc([N+](=O)[O-])c(=NCCc3ccc(OC)c(OC)c3)n2O)cc1 | -13 | -7 | 6 | 8 | -15 | 2 | 0.3 | 7 | 2 |
| COc1ccccc1C(NC(=O)C1CCN(CCOc2ccc3ccccc3c2)CC1)c1ccccn1 (configuration not stated) | 2 | 2 | 4 | 10 | nt | -5 | nt | 5 | -1 |
| NC1=NC(=O)/C(=C/c2cccc(-c3ccc(S(N)(=O)=O)cc3)c2)S1 | -5 | 9 | 2 | 2 | -5 | 3 | 1.2 | -2 | 4 |
| COc1ccccc1NC(=O)CC1S/C(=N/N=C2\CCCc3ccccc32)NC1=O (configuration not stated) | 4 | 7 | 3 | 3 | 8 | 7 | -0.6 | -3 | 0 |
| O=c1c(O)c(-c2ccc3c(c2)OCO3)oc2ccccc12 | -1 | 11 | 3 | -4 | 13 | 10 | 1.8 | 6 | -1 |
| Cc1cc(Nc2cccc(F)c2)n2nc(C)nc2n1 | -6 | 2 | 0 | -8 | -22 | 7 | 0.7 | 2 | 5 |
| O=S(=O)(NCC1CCCO1)c1ccc(Cl)cc1 (configuration not stated) | -4 | 3 | 1 | 7 | 9 | 8 | 1.6 | 12 | 0 |
| COc1ccc2ccccc2c1/C=N/O | 0 | -1 | 0 | 7 | -22 | 3 | 1.1 | 2 | -1 |
